High-throughput results from PubChem.
GPR35 arrestin U2OS = inhibition of zaprinast-stimulated GPR35 beta-arrestin translocation – imaging, U2OS, beta-arrestin-GFP, zaprinast agonist, primary screen (AID 2058). 290,000 compounds, 0.052% hits. inhibition, % at 10 µM; hits with a dose series show IC50 in µM. U2OS GPR35 beta-arrestin-GFP translocation imaging, zaprinast antagonism; higher % means a stronger effect;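 active = inhibition of at least 50% with at least 30 cells and total cytoplasm GFP at most 10,000,000; inconclusive = under 30 cells or total GFP of 10,000,000 plus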
MgcRacGAP inhibition = MgcRacGAP GTPase-activating activity inhibitors, confirmation, biochemical, ADP Hunter fluorescence; AID 624330; inhibition, % at 30 µM, or IC50 in µM where a hit was titrated; 340,000 compounds, 0.6% hits; MgcRacGAP-stimulated Rac1 GTP hydrolysis, ADP Hunter fluorescence; higher % means a stronger effect; GST-tagged Rac1 F28L mutant substrate;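 active = first-screen hits whose inhibition reached a set limit at any dose in the follow-up dose series; inconclusive = inhibition above the set first-screen limit but never retested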;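 note: fluorescence reports GDP produced by GAP-driven GTP hydrolysis; strong numbers were not always called active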
LYP phosphatase = inhibitors of LYP phosphatase, biochemical, fluorescence intensity, uHTS (AID 1779). recombinant LYP phosphatase, fluorescence intensity; higher % means a stronger effect. 290,000 compounds, 0.054% hits. inhibition, % at 11.5 µM, or IC50 in µM where a hit was titrated; in the data active = inhibition above about 50%;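 note: plate controls were vehicle with enzyme for no effect and no enzyme for full effect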
Dengue-2 NS5 capping = Dengue-2 NS5 methyltransferase inhibitors, primary screen, biochemical, confirmation dose response (AID 588689); Dengue-2 NS5 methyltransferase capping enzyme assay, biochemical; higher % means a stronger effect; 340,000 compounds, 0.3% hits; inhibition, % at 25 µM, or IC50 in µM where a hit was titrated; in the data active = a potency from the dose series; inconclusive = inhibition above about 29% without an active follow-up result
PhoP inhibition = PhoP-dependent GFP reporter repression – Salmonella Typhimurium, primary screen (AID 1863) | inhibition, % at 50 µM; hits with a dose series show IC50 in µM | 300,000 compounds, 0.16% hits | S. Typhimurium PhoP-regulated promoter GFP reporter, 4 h; higher % means a stronger effect;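 active = inhibition over 29.93%, a cutoff 3 SD above the screen mean, later confirmed by dose response; inconclusive = inhibition over 29.93% but no dose response follow-up; inactive = inhibition at most 29.93% or unconfirmed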;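 note: 0% = low Mg2+ inducing control and 100% = high Mg2+ repressing control; strong numbers were not always called active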
CSM14.1 death rescue = rescue of cells from ER stress-induced death, primary screen, 384-well, CSM14.1, thapsigargin, ATP luminescence (AID 1222); one-dose cellular ATP content (survival), % at 20 µM; EC50 in µM for titrated hits; CSM14.1 thapsigargin-induced death rescue, ATP luminescence; higher % means a stronger effect; 190,000 tested, under 10 active;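 active = EC50 below 50 µM in the dose-response confirmation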;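 note: death triggered by thapsigargin at about 15 µM added after 2 h compound pretreatment; cell ATP read after overnight thapsigargin exposure of roughly 18 to 22 hours; normalized against plate controls of thapsigargin alone and 5% DMSO vehicle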
West Nile virus CPE = inhibition of WNV-induced cytopathic effect – cell-based, CPE readout (AID 1621); West Nile virus-infected cells, CPE inhibition; higher % means a stronger effect; CPE inhibition, % at 10 µM, or IC50 in µM where a hit was titrated; 290,000 compounds, 0.02% hits; in the data active = a potency from the dose series; inconclusive = CPE inhibition mostly from about 3.7% at the one dose, without a potency; inactive = the rest, 99 in 100 with CPE inhibition below about 2.2%; note: strong numbers were not always called active
RSV antiviral HEp-2 = inhibition of RSV-induced cytopathic effect – HEp-2 cells, primary 10 µM value included (AID 2391); HEp-2 cells, RSV-induced CPE inhibition; higher % means a stronger effect; CPE inhibition, % at 10 µM, or IC50 in µM where a hit was titrated; 310,000 compounds, 0.13% hits; in the data active = a potency from the dose series; inconclusive = CPE inhibition mostly from about 23% at the one dose, without a potency; inactive = the rest, 99 in 100 with CPE inhibition below about 21%; note: strong numbers were not always called active
SV40 large T antigen = TAg ATPase/helicase activity blockers – biochemical (AID 1903); SV40 large T antigen ATPase/helicase inhibition assay; higher % means a stronger effect; inhibition, % at 20 µM; hits with a dose series show IC50 in µM; 310,000 compounds, 0.39% hits; in the data active = a potency from the dose series; inconclusive = inhibition mostly from about 32% at the one dose, without a potency; inactive = the rest, 99 in 100 with inhibition below about 32%; note: strong numbers were not always called active
Dengue-2 NS5 capping pilot replicate = second read-out of Dengue-2 NS5 capping, no call of its own (marks repeat the call); inhibition, %; measured here: pilot screen replicate inhibition
The depositor's hits bear a star; ? = inconclusive; / = not tested or not shown; & = joins results of further samples.

Sample of the layout, three compounds:
SMILES	GPR35 arrestin U2OS	MgcRacGAP inhibition	LYP phosphatase	Dengue-2 NS5 capping	PhoP inhibition	CSM14.1 death rescue	West Nile virus CPE	RSV antiviral HEp-2	SV40 large T antigen	others
CCOC(=O)c1sc(N2C(=O)C(O)=C(C(=O)c3ccco3)C2c2ccc([N+](=O)[O-])cc2)nc1C (centres undefined)	-15.5%	15.7%	3.9%	38.1µM*	6.8%	/	0.4%	6.7%	1.1%
Cc1nc(NCC2CCCO2)c2oc3ccccc3c2n1 (centres undefined)	-5.8%	10.3%	-0.7%	0.7%	-4.1%	-1.0%	-0.5%	-0.1%	5.0%
O=C(NC1CCCCC1)C(c1ccc(F)cc1)N(Cc1ccco1)C(=O)c1csnn1 (centres undefined)	4.7%	9.2%	-8.2%	1.6%	-0.3%	/	-0.8%	-0.2%	3.4%

The listing, repeating the preview:
SMILES	GPR35 arrestin U2OS	MgcRacGAP inhibition	LYP phosphatase	Dengue-2 NS5 capping	PhoP inhibition	CSM14.1 death rescue	West Nile virus CPE	RSV antiviral HEp-2	SV40 large T antigen	others
CCOC(=O)c1sc(N2C(=O)C(O)=C(C(=O)c3ccco3)C2c2ccc([N+](=O)[O-])cc2)nc1C (centres undefined)	-15.5%	15.7%	3.9%	38.1µM*	6.8%	/	0.4%	6.7%	1.1%
Cc1nc(NCC2CCCO2)c2oc3ccccc3c2n1 (centres undefined)	-5.8%	10.3%	-0.7%	0.7%	-4.1%	-1.0%	-0.5%	-0.1%	5.0%
O=C(NC1CCCCC1)C(c1ccc(F)cc1)N(Cc1ccco1)C(=O)c1csnn1 (centres undefined)	4.7%	9.2%	-8.2%	1.6%	-0.3%	/	-0.8%	-0.2%	3.4%
CCOC(=O)/C(=N\Nc1ncnc2ccccc12)c1ccc(OC)cc1	24.4%	5.7%	-3.9%	-1.5%	4.5%	/	-0.1%	-0.1%	7.9%
Cc1cccc(NC(=O)CSc2nnc(-c3ccc(S(=O)(=O)N4CCOCC4)cc3)n2C)c1	-33.9%	3.6%	-10.0%	-0.4%	6.3%	4.1%	-0.1%	-0.5%	8.7%
COC(=O)c1ccc(-c2ccco2)n1Cc1cccc(C)c1	-6.3%	7.6%	-5.3%	-9.0%	0.3%	-3.6%	0.1%	1.2%	13.5%
CCOc1cc(C(=O)O/N=C(\N)c2ccccn2)cc(OCC)c1OCC	-2.6%	7.4%	-7.9%	-2.6%	-9.0%	/	-1.3%	1.8%	11.9%	Dengue-2 NS5 capping pilot replicate=-5.2
CCn1c(=O)n(CCOC)c(=O)c2c3c(sc21)CCCC3	-4.1%	4.7%	-1.4%	3.5%	9.6%	2.1%	0.1%	13.0%	0.5%
Cc1cc(C)nc(Nc2n[nH]c(-c3ccc(N)cc3)n2)n1	-0.3%	1.1%	-4.4%	-6.3%	-3.6%	-5.0%	-0.1%	-1.4%	7.6%	Dengue-2 NS5 capping pilot replicate=-3.9
CCOc1ccc(-c2nc(-c3ccccc3C)no2)cc1	0.9%	/	3.2%	/	/	/	-0.3%	2.8%	/
Cc1nnc2sc(-c3ccco3)nn12	-0.5%	-1.2%	-8.1%	-11.8%	5.6%	-1.9%	0.4%	2.5%	4.5%
COc1c(C)cc(C(=O)C2CCCN(S(=O)(=O)c3c(C)noc3C)C2)cc1C (centres undefined)	5.3%	1.6%	3.4%	-9.2%	-0.9%	0.3%	-1.8%	?	3.5%
COC(=O)Cn1cc(C(=O)C(F)(F)F)c2ccccc21	1.4%	5.3%	-5.1%	-3.0%	4.1%	-0.8%	0.5%	3.1%	15.5%
Cc1cccc(C=Nc2ccccc2C(N)=O)c1	-3.3%	7.8%	-13.2%	0.7%	15.9%	-0.8%	0.1%	1.3%	11.0%
N[C@@H](Cc1ccc(O)cc1)c1nnc([C@H](CC(=O)O)NC(=O)C2CCNCC2)o1	-17.5%	6.9%	-3.9%	-2.4%	5.9%	-0.1%	1.0%	-0.2%	-3.4%
O=C(COc1ccc(S(=O)(=O)N2CCCC2)cc1)Nc1ccc(F)cc1	-4.2%	2.8%	-3.9%	-6.5%	4.1%	/	-0.6%	1.3%	7.9%
O=S(=O)(Nc1nc(SCc2ccc(Cl)cc2)n[nH]1)c1ccccc1	8.0%	/	-4.8%	/	3.3%	/	-0.7%	3.6%	8.3%
CCOC(=O)c1csc(CCNC(=O)c2oc3c(Cl)cc(C)cc3c2C)n1	-3.6%	4.7%	-5.6%	0.7%	-4.5%	/	-0.7%	2.6%	10.6%
CN(C)CCOC(=O)COc1ccc(Cl)cc1	/	-2.3%	/	-6.0%	-5.2%	/	/	-0.6%	7.6%
O=C(NCCCn1ccnc1)c1cc(-c2ccc3c(c2)OCO3)on1	7.7%	7.3%	-0.3%	0.0%	25.0%	-2.0%	-0.7%	-1.4%	3.6%
Cc1n[nH]c(=S)n1/N=C/c1ccccc1	12.3%	15.7%	-2.9%	-9.6%	-12.7%	-2.0%	0.5%	3.3%	9.3%
COc1ccccc1N(C(=O)Cn1nnc(-c2ccc(C)o2)n1)C(C(=O)NC1CCCC1)c1ccncc1 (centres undefined)	7.5%	6.0%	-2.1%	-3.2%	4.6%	/	-0.2%	0.5%	4.3%
Cc1ccc(S(=O)(=O)NCCC(=O)OCC(=O)N2CCCC2=O)cc1	/	11.6%	/	3.6%	-7.1%	/	/	0.8%	8.1%
O=C(Nc1cccnc1)c1c(O)c2cccc3c2n(c1=O)CC3	0.3%	13.6%	2.8%	2.8%	-14.8%	-1.8%	-0.1%	2.7%	6.0%
O=C(Nc1ccccc1)C1=C[C@H](C2CCCCC2)C[C@H](OCc2ccc(CO)cc2)O1	-5.8%	13.6%	6.5%	0.7%	-8.9%	2.4%	-0.7%	1.4%	2.4%
CC(C)Cc1nc2sc3c(=O)n(N)cnc3c2c2c1COC(C)(C)C2	-7.1%	2.3%	-4.5%	/	-10.9%	-2.5%	-0.7%	3.4%	4.9%
Cc1cc(NC(=S)N(CCN2CCOCC2)Cc2ccccc2F)ccc1Cl	-15.6%	5.0%	-2.9%	-0.7%	0.4%	-2.4%	-0.4%	0.6%	0.5%
Cc1ccc(S(=O)(=O)NCCN2CCOCC2)c(C)c1C	0.3%	-0.2%	-10.0%	3.7%	5.6%	0.3%	-0.5%	-0.8%	1.8%
O=C(NC1CC1)c1cc2c(s1)CS(=O)(=O)C2	-2.5%	-3.5%	-3.3%	-4.4%	-7.4%	-2.5%	0.1%	2.1%	3.1%
COCC(=O)Nc1ccc2nc3n(c(=O)c2c1)CCCCC3	6.1%	14.6%	-4.3%	-10.3%	4.2%	/	0.2%	1.7%	24.7%
CC(C)(O)C(=O)NNC(=S)NCc1ccco1	0.9%	6.9%	-5.0%	-5.3%	-3.1%	1.6%	0.1%	0.6%	12.3%
Cc1ccc(NC(=O)c2ccc(S(=O)(=O)NCc3ccco3)cc2)cc1	-7.3%	0.8%	-5.7%	0.8%	1.6%	/	-0.2%	0.9%	5.5%
CC1CCCN(C(=O)c2ccc3nc[nH]c3c2)C1 (centres undefined)	3.0%	-2.7%	-8.5%	-4.8%	1.7%	1.1%	-0.3%	1.5%	9.1%
Cc1cccc(Nc2nc(N)nc(CN3CCN(c4ccccc4)CC3)n2)c1	-3.2%	7.0%	0.6%	-1.8%	31.1%	-0.5%	-0.2%	1.6%	9.2%
Oc1c(C=C2N=c3ccccc3=N2)sc(=S)n1-c1ccc(F)cc1	16.0%&9.6%	8.3%&4.6%	3.3%&5.1%	-0.7%&-13.7%	-12.8%&8.8%	-0.5%&0.1%	-0.9%	0.8%&3.3%	1.5%&3.4%
C=CCn1c(Cc2ccccc2)n[nH]c1=S	2.4%	1.5%	-7.7%	-2.2%	-8.1%	-1.6%	0.0%	1.3%	2.3%
O=C(Cn1cnc(Cl)c1Cl)c1ccc(F)cc1	7.1%	11.2%	-10.3%	-2.8%	-4.2%	/	-0.7%	3.1%	22.6%
Cc1cc(C)cc(N2CN=C3SCC(=O)N3C2)c1	-19.7%	9.9%	-1.3%	0.7%	6.3%	-1.2%	-0.2%	0.8%	-4.8%
c1ccc(-n2nnnc2-n2ccnc2)cc1	0.1%	14.7%	4.8%	7.5%	16.0%	/	0.1%	0.1%	0.9%
Cc1ccc(/C(COc2ccccc2O)=N\O)cc1	1.6%	2.1%	-3.2%	-1.4%	-6.3%	-1.4%	-0.7%	-1.0%	1.2%

Two records picked at random from those above:
SMILES	GPR35 arrestin U2OS	MgcRacGAP inhibition	LYP phosphatase	Dengue-2 NS5 capping	PhoP inhibition	CSM14.1 death rescue	West Nile virus CPE	RSV antiviral HEp-2	SV40 large T antigen	others
COc1c(C)cc(C(=O)C2CCCN(S(=O)(=O)c3c(C)noc3C)C2)cc1C (centres undefined)	5.3%	1.6%	3.4%	-9.2%	-0.9%	0.3%	-1.8%	?	3.5%
Cc1cc(NC(=S)N(CCN2CCOCC2)Cc2ccccc2F)ccc1Cl	-15.6%	5.0%	-2.9%	-0.7%	0.4%	-2.4%	-0.4%	0.6%	0.5%

Going on with the list:
SMILES	GPR35 arrestin U2OS	MgcRacGAP inhibition	LYP phosphatase	Dengue-2 NS5 capping	PhoP inhibition	CSM14.1 death rescue	West Nile virus CPE	RSV antiviral HEp-2	SV40 large T antigen	others
Cc1cccc(-n2nnnc2SCn2nnc3ccccc3c2=O)c1	/	2.2%	/	-0.7%	3.8%	/	2.4%	17.2%	2.6%
COc1cc(/C=C/[N+](=O)[O-])ccc1OC(=O)c1cc2ccccc2oc1=O	3.1%	23.4%	-5.0%	3.5%	12.8%	/	-0.8%	-1.1%	32.8%
CCC(C(=O)OCC(=O)N(C)c1c(N)n(Cc2ccccc2)c(=O)[nH]c1=O)c1ccccc1 (centres undefined)	/	5.8%	/	-2.9%	6.5%	/	/	-0.8%	4.6%
COC(=O)c1ccc(N)c(N=CC2=C(O)CC(C)(C)CC2=O)c1	-9.0%	4.0%	-9.2%	-9.8%	-29.3%	0.7%	0.3%	2.2%	5.2%
O=C(Nc1cccnc1)c1cnn2cccnc12	-7.3%	13.5%	-6.7%	-0.7%	7.3%	-1.9%	1.0%	0.4%	1.6%
Cc1cccc(N(CC(=O)NC2CCCC2)C(=O)CS(=O)CC(=O)Nc2ccc3c(c2)OCO3)c1C (centres undefined)	-6.0%	5.5%	-1.8%	1.6%	4.5%	-3.5%	0.2%	1.4%	5.3%
Cc1ccccc1OCC1CNC(=O)O1 (centres undefined)	4.0%	1.5%	0.4%	-3.6%	4.1%	-0.6%	-0.9%	2.5%	0.9%
